UTI89 phage lysis: inhibition of K1F phage lysis, E. coli UTI89, bacterial capsule biogenesis inhibitors, alamar blue (AID 488966). E. coli UTI89 K1F phage lysis, alamar blue, 2 h; higher % means a stronger effect. inhibition, % at 100 µM, or IC50 in µM where a hit was titrated. hit rate 0.02% among 340,000;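 active means phage lysis inhibition, versus mean bacterial control, above a set limit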;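 further: capsule biogenesis inhibitors block K1F phage lysis so surviving cells raise fluorescence; higher fluorescence means more inhibition of phage lysis; actives were called in the ten point dose series up to 300 µM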
Myeloid diff MLP: induction of myeloid progenitor differentiation, primary screen, cell-based, flow cytometry, MLPCN library | calls only at 10 µM | hit rate 1% among 360,000 | ER-HoxA9 myeloid progenitors, lysozyme-GFP differentiation;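 active means normalized GFP-positive differentiation at or above the plate's own cutoff, the solvent-only control mean plus 3 SD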;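 further: cells exposed to compound for four days before flow analysis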
human PMI inhibitors: human PMI inhibitors, high substrate, primary screen, biochemical, fluorescence intensity, high mannose 6-phosphate (AID 1220) | hit rate 0.66% among 190,000 | inhibition, % at 20 µM, or IC50 in µM where a hit was titrated | recombinant PMI enzyme, coupled fluorescence intensity; higher % means a stronger effect | Mannose-6-phosphate isomerase (Homo sapiens)
CSM14.1 death rescue: rescue of cells from ER stress-induced death, primary screen, 384-well, CSM14.1, thapsigargin, ATP luminescence (AID 1222). CSM14.1 thapsigargin-induced death rescue, ATP luminescence; higher % means a stronger effect. one-dose cellular ATP content (survival), % at 20 µM; EC50 in µM for titrated hits. 190,000 tested, under 10 active;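 active means EC50 below 50 µM in the dose-response confirmation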;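 further: death triggered by thapsigargin at about 15 µM added after 2 h compound pretreatment; cell ATP read after overnight thapsigargin exposure of roughly 18 to 22 hours; normalized against plate controls of thapsigargin alone and 5% DMSO vehicle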
Lipid droplet: inhibitors of hepatocyte lipid droplet formation, primary screen, imaging, high-throughput imaging, BODIPY stain. AML12 mouse hepatocytes, oleate lipid droplets. inhibition, % at 6.5 µM. hit rate 0.4% among 240,000;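 active means lipid droplet intensity inhibited by at least 50%, with more than 500 cells counted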
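Test system: AML12 hepatocytes (mouse); reagent: oleate loading, 100 µM; dosing: one dose, 6.5 µM compound; incubation: overnight exposure; signal: fluorescence imaging, 20x objective, two fields per well; read-out basis: % inhibition of corrected integrated BODIPY droplet signal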
PMI inhibitors: inhibitors of human PMI, primary screen, biochemical, fluorescence intensity, coupled assay (AID 1209); inhibition, % at 20 µM; hits with a dose series show IC50 in µM; hit rate 0.42% among 190,000; Mannose-6-phosphate isomerase (Homo sapiens); purified PMI enzyme, coupled fluorescence intensity; higher % means a stronger effect;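 further: plate controls were DMSO vehicle for no effect and wells lacking substrate for full effect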
TNAP activation fold: human TNAP enzyme activators, primary screen, biochemical, luminescent, no phosphate acceptor, uHTS (AID 1001) | activation fold at 20 µM; hits with a dose series show EC50 in µM | purified TNAP, luminescent activation assay, no phosphate acceptor; higher activation fold means a stronger effect | hit rate 0.03% among 200,000 | Alkaline phosphatase, tissue-nonspecific isozyme (Homo sapiens); in the data active means activation fold from about 3, or a potency from the dose series; inactive means the rest, 99 in 100 with activation fold below about 1.6; further: many of its hits are not listed in these tables
WT yeast gro inh: growth inhibition of WT strain, primary screen, mitochondrial fusion inhibitor project, WT and mutant strains, chemical genetic; inhibition, % at 10 µM; hit rate 2.1% among 190,000; mitochondrial fusion phenotypic screen; in the data active means inhibition above about 58%; tested in S. cerevisiae
P. falciparum M1AAP: P. falciparum M1AAP inhibitors, biochemical, fluorogenic H-Leu-NHMec substrate, 1536-well (AID 1445) | Aminopeptidase N (Plasmodium falciparum (isolate 3D7)) | recombinant M1AAP, H-Leu-NHMec fluorogenic kinetic assay; higher % means a stronger effect | inhibition, % at 30 µM; hits with a dose series show IC50 in µM | hit rate 0.42% among 220,000;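 active means primary inhibition above the hit cutoff, then over 50% inhibition at one or more dose response concentrations, cut at about 23% in these data, passing the limit was not always enough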;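 further: plate controls were DMSO full reaction for no effect and no enzyme background for full effect; strong numbers were not always called active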
WT yeast gro inh mutant strain: further read-out of WT yeast gro inh, marked with its call; inhibition, %; mitochondrial fusion phenotypic screen, mutant strain inhibition
Lipid droplet cells 6.5 µM: second read-out of Lipid droplet, no call of its own (marks repeat the call); cell count; measured here: cell count, cytotoxicity flag;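 cells counted across two imaged fields per well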
Myeloid diff MLP GFP+ MAC1+ %: further read-out of Myeloid diff MLP, marked with its call; GFP+ MAC1+ double positive, %; measured here: differentiation confirmed by MAC1 staining
An asterisk follows results filed as active; i = inactive; x = no result given. Unless noted, no stated cut-off is given here; in the data, active means inhibition above about 50%; inactive means the rest.

SMILES	UTI89 phage lysis	Myeloid diff MLP	Myeloid diff MLP GFP+ MAC1+ %	human PMI inhibitors	CSM14.1 death rescue	Lipid droplet	Lipid droplet cells 6.5 µM	PMI inhibitors	TNAP activation fold	WT yeast gro inh	WT yeast gro inh mutant strain	P. falciparum M1AAP
c1cnc2ccc(C(c3nnnn3C3CCCCC3)N3CCN4CCCC4C3)cc2c1 (stereo unspecified)	4.9%	i	0.8	5%	5.1%	4	748	4%	1.1	0	-1	3%
Nc1nc(-c2cccc(Br)c2)cs1	-2.8%	i	12	3%	1.6%	3	786	0%	1	71*	40*	7%
O=C(Cc1ccc(-c2ccccc2)cc1)OCC(=O)N1CCCC1=O	0.0%	i	0.3	18%	-0.7%	-2	656	5%	1	-20	-9	1%
C=CCn1c(COc2ccc(Cl)cc2)nnc1SCC(=O)Nc1ccc(S(N)(=O)=O)cc1	-0.2%	i	0.1	0%	-4.8%	10	749	2%	1	2	1	-2%
CC(C)n1cc(/C=C2/NC(=O)NC2=O)c2ccccc21	0.2%	i	0.0	4%	-1.0%	0	666	6%	1.1	-10	-29	11%
CCN(CC)S(=O)(=O)c1ccc(C(=O)Nc2ccc3c(c2)OCO3)cc1	0.2%	i	0.0	-2%	-1.1%	29	704	-17%	1.2	-9	2	10%
C#CCNC(=O)C1=C[C@@H](C2CCCCC2)C[C@@H](OCCCCO)O1	-0.1%	i	1.2	38%	-0.3%	6	661	8%	1	-22	-20	7%
CN(C)C(=O)NC(NC(=S)Nc1ccccc1)C(Cl)(Cl)Cl (stereo unspecified)	0.3%	i	0.7	21%	-18%	0	741	39%	1.1	-3	-1	1%
O=C(Nc1ccc(F)cc1)c1ccc(Cn2cnnn2)cc1	0.1%	i	0.3	0%	-0.7%	12	676	-9%	1.2	-5	0	2%
CCCOc1ccc(CNC(=S)NCc2ccc(OC(C)C)cc2)cc1	-4.7%	i	1.4	-5%	-3.1%	-6	532	6%	1.1	3	7	1%
CCCCN1C(=S)NC[C@@H]1Cc1ccc(O)cc1	2.6%	i	2.2	x	x	23	714	x	x	x	x	0%
Nc1[nH]n2c(=O)cc(-c3ccccc3)nc2c1N=Nc1ccc(S(N)(=O)=O)cc1	-3.3%	i	0.0	2%	-1.3%	-2	719	5%	0.8	3	2	17%
CCn1nnc(-c2ccccc2NS(=O)(=O)c2ccc(C(=O)OC)cc2)n1	0.8%	i	3.6	16%	-4.0%	3	731	19%	1	4	12	3%
CCOc1ccccc1C(=O)N1CCN=C1SC	0.9%	i	0.4	-2%	0.2%	30	769	-2%	1.1	14	12	-1%
CC1CCc2nn(CC(=O)Nc3ccc(F)cc3F)cc2C1 (stereo unspecified)	2.1%	i	1.7	6%	x	-3	563	7%	1.2	19	-2	5%
CCCn1c(SCC(=O)Nc2cc(Cl)ccc2Cl)n[nH]c1=O	0.2%	i	0.4	-1%	0.4%	-6	703	-3%	1	-9	0	4%
COc1cc([N+](=O)[O-])c(N2CCOCC2)c([N+](=O)[O-])c1OC	0.4%	i	0.1	15%	-2.2%	-13	733	-12%	0.9	-1	2	-1%
c1ccc(-n2nc3ccccc3n2)cc1	0.2%	i	0.5	0%	1.3%	7	771	2%	1.1	-1	-7	2%
O=C1CC(N2CCN(c3ccccc3Cl)CC2)C(=O)N1c1ccccc1 (stereo unspecified)	0.8%	i	0.4	12%	-1.1%	0	773	15%	1.1	-3	11	7%
CCc1ccc2ncc(S(=O)(=O)c3ccc(C)c(C)c3)c(N3CCCC3)c2c1	3.5%	i	0.8	17%	7.6%	-87	598	21%	1.1	72*	-0.9*	-3%
COc1cc(OC)c(C2=Nc3ccc(Br)cc3C(c3ccccc3)N2CC(=O)NN)cc1OC (stereo unspecified)	0.3%	i	0.9	6%	2.3%	-10	684	6%	1.1	9	12	3%
Cc1[nH]c2ccc(F)cc2c1CCN(Cc1ccncc1)C(=S)Nc1cccc(F)c1	0.3%	i	2.0	7%	-0.1%	-44	711	7%	1	-5	4	1%
Cc1ccccc1C(=O)NC(=S)NCCc1ccccc1	1.9%	i	0.5	8%	9.2%	-5	590	14%	1	46	51	4%
CCOc1cccc(-c2nnc(SCC(=O)Nc3cccc(OC)c3)n2N)c1	-0.5%	i	2.3	44%	-0.7%	x	x	-4%	1.1	-1	4	3%
C=CC(COCc1ccccc1)N(C(=O)OC(C)(C)C)S(=O)(=O)c1ccccc1Br (stereo unspecified)	1.1%	i	2.6	x	x	-25	744	x	x	x	x	3%
O=C(Nc1ccccc1N1CCOCC1)C1(c2ccc(Cl)cc2)CCC1	0.1%	i	0.2	3%	0.7%	-1	698	6%	1.2	47	-3	-1%
CN1CCC(=NNC(=O)C(=O)NC(C)(C)C)CC1	-0.3%	i	7.9	-16%	0.4%	16	796	-7%	1.1	-29	-4	5%
COc1ccccc1Cn1c(=O)[nH]c2cccnc21	0.5%	i	1.3	0%	-0.7%	13	844	4%	1.1	-4	-15	1%
O=C(NCc1ccc2c(c1)OCO2)C(c1ccco1)N(C(=O)c1csnn1)c1ccccc1 (stereo unspecified)	0.0%	i	0.7	0%	-1.5%	-5	841	5%	1.1	17	-3	4%
Cc1ccccc1OCCNC(=O)CNC(=O)c1ccccc1O	-1.0%	i	4.4	15%	0.1%	3	747	11%	1.1	7	17	6%
O=c1c2ccccc2nc2n1C(CSc1ccccc1)CS2 (stereo unspecified)	0.3%	i	0.4	14%	1.2%	3	673	6%	1.1	4	2	9%
Cc1cc(C)c(OCC(=O)Nc2nnc(-c3ccco3)o2)c(C)c1	0.2%	i	0.4	-8%	x	30	724	-16%	1.1	59*	4.5*	0%
CCc1cc(/C(Cc2csc(C)n2)=N/O)c(O)cc1O	-0.2%	i	1.3	9%	0.4%	-6	759	15%	1.1	-28	-9	3%
Cc1ccc(-c2nc3cnccn3c2Nc2ccc3c(c2)OCCO3)o1	1.4%	i	0.7	20%	x	5	683	18%	1.1	14	3	10%
C=CCn1c(SCC(=O)c2ccc(CNC(C)=O)o2)nc2scc(C3CC3)c2c1=O	1.6%	i	0.4	-27%	-0.8%	-4	710	-7%	1	7	9	7%
N#CCCN1CCN(CCC#N)CC1	0.0%	i	0.3	-5%	-2.0%	5	796	-4%	1.1	3	5	-2%

Continued (two carried over from the part before).
SMILES	UTI89 phage lysis	Myeloid diff MLP	Myeloid diff MLP GFP+ MAC1+ %	human PMI inhibitors	CSM14.1 death rescue	Lipid droplet	Lipid droplet cells 6.5 µM	PMI inhibitors	TNAP activation fold	WT yeast gro inh	WT yeast gro inh mutant strain	P. falciparum M1AAP
C=CCn1c(SCC(=O)c2ccc(CNC(C)=O)o2)nc2scc(C3CC3)c2c1=O	1.6%	i	0.4	-27%	-0.8%	-4	710	-7%	1	7	9	7%
N#CCCN1CCN(CCC#N)CC1	0.0%	i	0.3	-5%	-2.0%	5	796	-4%	1.1	3	5	-2%
C=CCn1c(Cc2cccs2)nnc1SCC(=O)NCc1ccco1	0.3%	i	0.8	-2%	-1.5%	x	x	-1%	1.1	2	1	10%
CC(C)OCCCNC(=O)CN1C(=O)/C(=C/c2ccccc2)Sc2ccccc21	1.2%	i	0.8	5%	0.5%	-17	558	15%	1	7	-7	1%
NC(=O)CCn1nc(-c2ccccc2)c2ccccc2c1=O	0.5%	i	0.4	-3%	0.9%	x	x	0%	1.1	4	4	-6%
Cc1cccc(OCC(=O)Nc2cccc3nsnc23)c1	0.0%	i	1.3	2%	-1.4%	3	751	3%	1.1	-7	-3	2%
CCOC(=O)N1CCN(c2c(NCCCN(CC)CC)c(=O)c2=O)CC1	2.7%	i	0.8	-4%	-1.5%	-4	662	1%	1.1	-18	-20	2%
CC(C)(C)n1nc2c(c1NC(=O)c1cc3ccccc3o1)CS(=O)(=O)C2	0.1%	i	0.5	-11%	0.7%	11	705	-15%	0.5	-12	-9	2%
COc1ccc2[nH]c(=O)c(CN(Cc3nnnn3Cc3ccccc3)CC3CCCO3)cc2c1 (stereo unspecified)	-1.1%	i	4.1	6%	-1.7%	x	x	-6%	1.1	1	1	5%
CC1=NN(C(=O)c2ccccc2)C(O)(c2ccc(Br)cc2)C1 (stereo unspecified)	-0.2%	i	0.3	x	x	5	702	x	x	x	x	10%
COc1ccc(-c2nnc(SCC(=O)Oc3ccc(C)cc3)o2)cc1	3.1%	i	0.5	-3%	0.4%	-7	732	-7%	1.1	98	98	0%
CN1CCN(S(=O)(=O)Cc2ccc(Cl)cc2)CC1	0.7%	i	0.5	x	x	1	729	x	x	x	x	-5%
CSc1nc(-c2ccc(N(C)C)cc2)c(C#N)c(=O)n1C	-0.3%	i	2.9	1%	-2.3%	-11	683	12%	1.1	-8	5	4%
Cc1cccc(N2C(=O)C(O)=C(C(=O)c3cccs3)C2c2ccc(C(C)C)cc2)n1 (stereo unspecified)	2.5%	i	0.7	x	x	1	655	x	x	x	x	8%
CS(=O)(=O)N1CCc2cc(C(=O)OCC(=O)c3ccccc3)ccc21	1.5%	i	0.6	2%	-1.4%	11	738	-3%	1.2	0	-9	-3%
Cc1ccc(SCCC(=O)NC(C)(C)C)cc1	1.0%	i	0.8	-15%	-1.7%	-7	744	-8%	1.1	1	0	1%

By substructure, the entries above with a Cl atom.
SMILES	UTI89 phage lysis	Myeloid diff MLP	Myeloid diff MLP GFP+ MAC1+ %	human PMI inhibitors	CSM14.1 death rescue	Lipid droplet	Lipid droplet cells 6.5 µM	PMI inhibitors	TNAP activation fold	WT yeast gro inh	WT yeast gro inh mutant strain	P. falciparum M1AAP
C=CCn1c(COc2ccc(Cl)cc2)nnc1SCC(=O)Nc1ccc(S(N)(=O)=O)cc1	-0.2%	i	0.1	0%	-4.8%	10	749	2%	1	2	1	-2%
CN(C)C(=O)NC(NC(=S)Nc1ccccc1)C(Cl)(Cl)Cl (stereo unspecified)	0.3%	i	0.7	21%	-18%	0	741	39%	1.1	-3	-1	1%
CCCn1c(SCC(=O)Nc2cc(Cl)ccc2Cl)n[nH]c1=O	0.2%	i	0.4	-1%	0.4%	-6	703	-3%	1	-9	0	4%
O=C1CC(N2CCN(c3ccccc3Cl)CC2)C(=O)N1c1ccccc1 (stereo unspecified)	0.8%	i	0.4	12%	-1.1%	0	773	15%	1.1	-3	11	7%
O=C(Nc1ccccc1N1CCOCC1)C1(c2ccc(Cl)cc2)CCC1	0.1%	i	0.2	3%	0.7%	-1	698	6%	1.2	47	-3	-1%
CN1CCN(S(=O)(=O)Cc2ccc(Cl)cc2)CC1	0.7%	i	0.5	x	x	1	729	x	x	x	x	-5%

Assay outcomes as filed in PubChem.
